Screening results as filed in PubChem.
HT1080 IDH1KD tx = qHTS for induction of synthetic lethality in tumor cells producing 2HG: qHTS for the HT-1080-IDH1KD cell line. HT-1080 IDH1 knockdown viability, ATP luminescence, 48 h. Potency, µM (highest dose often 46.1 µM), for the others: at the top dose activity, negative = toxicity, actives largely listed as cytotoxic. hit rate 2% among 360,000. AID 686971, 2013;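 further: potency means the concentration at half of the fitted maximal effect; 0% = DMSO wells and -100% = cell-free medium wells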
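Viability of IDH1-knockdown HT-1080 fibrosarcoma cells was assessed by CellTiter-Glo after 48 h at 37 °C with titrated compound; concentration-effect curves were classified by fit quality and response size.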
KB-V1 MDR tox = qHTS assay for MDR1-selective chemotherapeutics: Primary screen using the drug-selected MDR subline cells KB-V1; KB-V1 MDR cells viability, CellTiter-Glo, 72 h; Potency, µM (series often up to 46.1 µM), inactives show at the highest dose activity change, negative = cytotoxicity, hits mostly cytotoxic; hit rate 3.4% among 400,000; AID 1347076, 2019; further: potency means the concentration at half of the fitted maximal effect; on the % scale 0 is the no-effect control and ±100 the full control effect; nearly all actives have a fitted effect of over 60% in size
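Cytotoxicity via CellTiter-Glo luminescence after 72 h compound exposure at 37 degrees C. Cells: drug-selected KB-V1 line, DMEM phenol-red free plus 10% FBS. Compounds tested at multiple concentrations; normalized data fitted to concentration-effect curves.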
HT1080-NT tox = qHTS for induction of synthetic lethality in tumor cells producing 2HG: qHTS for the HT-1080-NT fibrosarcoma cell line | Potency, µM (series often up to 46.1 µM), for the others: at the top dose activity, negative = less viability, most hits filed as cytotoxic | hit rate 1.6% among 360,000 | HT-1080-NT fibrosarcoma viability, CellTiter-Glo ATP luminescence, 48 h;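 further: NT is the 2HG producing partner of a matched IDH1 knockdown line; potency means the concentration at half of the fitted maximal effect; 0% = DMSO-treated cells and -100% = media-only wells without cells; nearly all actives have a fitted effect of over 55% in size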
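Read-out is CellTiter-Glo luminescence after 10 minutes at room temperature, following 48 hours' compound treatment of HT-1080-NT cells (750 cells/well, RPMI, 5% FBS, 37 degrees C).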
MCF10A rereplic = A quantitative high throughput screen for small molecules that induce DNA re-replication in MCF 10a normal breast cells. MCF 10A DNA re-replication, Hoechst nuclear intensity, 48 h. Potency, µM (doses to about 46.1 µM), inactives show at the top dose activity, positive = re-replication, actives largely listed as activators. hit rate 2.9% among 350,000; further: potency means the concentration at half of the fitted maximal effect; % of control where 0% means no effect; nearly all actives have a fitted effect of over 50% in size
GLP1R cytotox = qHTS of GLP-1 Receptor Inverse Agonists: Cytotox Screen; AID 624418, 2012; HEK293 cAMP-luciferase reporter cells, luminescence, 24 h; hit rate 0.13% among 410,000; Potency, µM (series often up to 38.3 µM), for inactives: at the highest dose activity change, negative = inhibition, most hits filed as inhibitors;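 further: loss of luciferase light is scored as toxicity; potency means the concentration at half of the fitted maximal effect; on the % scale 0 is the no-effect control and ±100 the full control effect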
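Step one: seed cells (200 cells/uL, DMEM with 10% Nu serum, 1% pen-strep). Step two: 12-hour incubation at 37 deg C. Step three: pin 23 nL compound, incubate 24 hr. Step four: add luciferase reagent, read luminescence 12 min later.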
SW480 rereplic = A quantitative high throughput screen for small molecules that induce DNA re-replication in SW480 colon adenocarcinoma cells. AID 624297, 2012. hit rate 1.8% among 340,000. SW480 DNA re-replication, Hoechst DNA content imaging, 48 h. Potency, µM (series often up to 46.1 µM), without a hit: at the highest dose re-replication activation, most hits filed as activators; further: potency means the concentration at half of the fitted maximal effect; % of control where 0% means no effect; nearly all actives have a fitted effect of over 55% in size
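Cells (250 per well) received 23 nL compound or DMSO by pin tool and were kept 48 hr at 37 C, 5% CO2. Nuclei were then stained with Hoechst for 40 min and scanned for DNA content.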
IL1B secr inh = qHTS for Inhibitors of Inflammasome Signaling: IL-1-beta AlphaLISA Primary Screen | AID 743279, 2014 | THP-1 LPS/ATP IL-1B secretion, AlphaLISA, 16 h; active compounds read low | activity change, % at 57.5 µM | hit rate 4.7% among 360,000; in the data active means activity change below about -50%; inconclusive means mostly about -30% to -49%; further: on the % scale 0 is the no-effect control and ±100 the full control effect
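Secreted IL-1B measured by AlphaLISA bead assay after 16 h compound exposure of THP-1 cells; compounds (final up to 57.5 uM) added 1 h before LPS (250 ng/mL) and ATP (1.25 mM) stimulation; lower signal means less secretion.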
D3 ag = qHTS of D3 Dopamine Receptor Agonist: qHTS | D3R DiscoveRx beta-arrestin cells, luminescence, 90 min | hit rate 0.58% among 410,000 | D(3) dopamine receptor (Homo sapiens), P35462 | max activation, % | AID 652048, 2013; in the data active means max activation above about 30%; further: 0% is about no effect; mostly tested at two doses, the higher about 12 µM
Target sequence (P35462 whole entry, looked up): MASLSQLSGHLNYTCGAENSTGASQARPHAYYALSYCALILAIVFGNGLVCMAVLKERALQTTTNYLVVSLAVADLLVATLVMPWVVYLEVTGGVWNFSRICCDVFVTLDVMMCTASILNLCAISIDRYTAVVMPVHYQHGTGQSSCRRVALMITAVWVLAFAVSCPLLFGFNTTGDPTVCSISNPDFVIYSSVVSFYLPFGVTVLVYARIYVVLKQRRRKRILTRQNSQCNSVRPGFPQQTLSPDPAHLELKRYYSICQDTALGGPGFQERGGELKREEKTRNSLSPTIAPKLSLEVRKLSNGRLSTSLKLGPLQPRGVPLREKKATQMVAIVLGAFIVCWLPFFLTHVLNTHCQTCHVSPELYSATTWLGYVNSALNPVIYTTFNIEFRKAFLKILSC
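Agonist mode: compounds and dopamine controls were applied to plated cells for 90 min at 37 degrees C after an overnight attachment at 1500 cells/well. Luminescent read-out followed 30 - 60 minutes at room temperature with DiscoveRx detection reagent.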
KB-3-1 tox = qHTS assay for MDR1-selective chemotherapeutics: Primary screen using the parental adenocarcinoma cell KB-3-1; Potency, µM (series often up to 46.1 µM), without a hit: at the top dose activity change, negative = cytotoxic, most hits filed as cytotoxic; hit rate 1.4% among 400,000; KB-3-1 viability, CellTiter-Glo ATP luminescence, 72 h; further: potency means the concentration at half of the fitted maximal effect; on the % scale 0 is the no-effect control and ±100 the full control effect; nearly all actives have a fitted effect of over 60% in size
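Luminescent ATP read-out (CellTiter-Glo) measures survival of drug-naive KB-3-1 cells after 72 h compound exposure at 37 °C. Titration series was screened from lowest to highest concentration, with DMSO vehicle plates as background controls.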
* marks the source's active call; other numbers are inactive results; ? = inconclusive; nt = no result given; & = joins results of further samples; [ ] = dose if it differs, or a comment. Unless noted, the call rests on the fitted dose curve; in most records, active means well fitted curve in the direction sought with a large enough effect; inconclusive means small, poorly fitted or top-dose-only effect, or another doubt; inactive means no such curve, though single readings can be large; an effect the other way counts as inactive or inconclusive. An unsorted share of the library; 11% or so of the library scored in one or more.

SMILES	HT1080 IDH1KD tx	KB-V1 MDR tox	HT1080-NT tox	MCF10A rereplic	GLP1R cytotox	SW480 rereplic	IL1B secr inh	D3 ag	KB-3-1 tox
Cn1nc(-c2ccc(C(=O)N3CCN(Cc4ccccc4)CC3)cc2)c2ccccc2c1=O	-9%	-11%	-9%	-1%	-3%	-16%	6	1	-15%
COc1ccc(N2CCN(C(CNC(=O)C(=O)NCCCO)c3ccco3)CC2)cc1 (stereo unspecified)	2%	-13%	-4%	?	-1%	0%	-2	1	-2%
CC1Cc2nc(SCC(=O)Nc3nc4ccccc4s3)n(C)c(=O)c2S1 (stereo unspecified)	-26%	19%	-18%	-1%	-31%	-3%	-15	11	9%
CC(=O)NC(CCS(C)(=O)=O)C(=O)Nc1cccc2ccccc12 (stereo unspecified)	0%	-2%	-4%	4%	3%	-16%	22	3	7%
COc1ccccc1NS(=O)(=O)c1ccc(C(=O)N2CCN(c3ccccc3O)CC2)cc1	11%	?	10%	?	-17%	1%	-18	21	1%
COc1cccc2c1OCC(CN1CCN(CCC(C)C)C(CCO)C1)=C2 (stereo unspecified)	1%	?	-1%	8%	-2%	7%	10	-11	?
Cc1cc(Nc2cccc(C(=O)O)c2)n2nc(C)nc2n1	nt	5%	nt	nt	-6%	nt	nt	-8	3%
COc1ccc(-c2c(C)oc3c(CN4CCCC(C)C4)c(O)ccc3c2=O)cc1OC (stereo unspecified)	10%	-1%	1%	7%	-10%	4%	3	-6	-1%
Cc1cc(C)c2c(N)c(C(=O)N3CCN(c4ncccn4)CC3)sc2n1	6%	0%	0%	0%	40%[activator]	-1%	0	-3	?
CCC(=O)N1c2ccc(S(=O)(=O)CCC(=O)N3CCN(c4cc(C)ccc4C)CC3)cc2CC1C (stereo unspecified)	nt	?	nt	nt	1%	nt	nt	3	-4%
O=C(O)CCCC(=O)N(Cc1ccccc1)Cc1ccccc1	-6%	-12%	-14%	-1%	-6%	-1%	22	-8	3%
O=C(O)CC(NNC(=O)c1ccccc1)C(=O)Nc1cccc([N+](=O)[O-])c1 (stereo unspecified)	-2%	0%	8%	2%	-9%	-8%	-8	-1	10%
CC1=C(C(=O)OCCCCCl)C(c2cc3c(cc2Br)OCO3)NC(=O)N1 (stereo unspecified)	-9%	-23%	-16%	0%	-2%	-5%	-18	4	-5%
O=C(COC(=O)c1ccc([N+](=O)[O-])s1)Nc1ccc(F)cc1	2%	1%	1%	-8%	-13%	-10%	7	3	-15%
O=C(C[C@H]1CC[C@@H]2[C@H](COC[C@@H](O)CN2Cc2cccc(F)c2)O1)NCC1CCCCC1	1%	?	4%	nt	-10%	nt	22	1	?
O=C(COC(=O)C1CC1)Nc1ccc(N=Nc2ccccc2)cc1	-7%	0%	0%	0%	-3%	7%	-19	-1	4%
CC(=O)Nc1ccc(S[C@@H](CCN2CC[C@H](C(C)(C)C)CCC2=O)c2ccccc2)cc1	?	?	-28%	?	-4%	0%	-74*	8	?
CC(C(=O)N1CCCCC1)N(C)CC(=O)Nc1ccc(F)c(F)c1F (stereo unspecified)	9%	1%	2%	nt	2%	nt	1	3	0%
O=C(COc1ccc(S(=O)(=O)N2CCOCC2)cc1)NCCc1ccc(Cl)cc1	-15%	-28%	-15%	nt	2%	nt	-24	-10	-16%
Cc1nnc(-c2ccco2)c2cn(-c3cccc(Br)c3)nc12	-2%	?	-15%	0%	8%	-6%	nt	6	-29%
CC(C)(C)NC(=O)C(OC(=O)c1ccco1)c1ccccc1F (stereo unspecified)	3%	30%	0%	2%	-3%	7%	-9	1	0%
COC(=O)c1ccc(C2/C(=C(/O)c3ccc(OC)cc3)C(=O)C(=O)N2c2cc(C)on2)cc1 (stereo unspecified)	?	1%	2%	20%	-13%	-6%	13	-2	5%
Fc1ccc(-n2c(-c3ccc4ccccc4n3)n[nH]c2=S)cc1Cl	7%	17%	5%	3%	-9%	-2%	45	0	-2%
CC(=O)Nc1ccc(S(=O)(=O)NCCC(=O)N2CCCCC2)cc1	-4%	20%	-3%	0%	5%	-4%	15	-5	-10%
CCOC(=O)N1CCN(C(=O)CN(C)S(=O)(=O)c2ccc(OCC)cc2)CC1	10%	?	3%	-3%	10%	-16%	3	-3	-3%

Arranged by length of the SMILES (rising): some entries from above.
SMILES	HT1080 IDH1KD tx	KB-V1 MDR tox	HT1080-NT tox	MCF10A rereplic	GLP1R cytotox	SW480 rereplic	IL1B secr inh	D3 ag	KB-3-1 tox
O=C(O)CCCC(=O)N(Cc1ccccc1)Cc1ccccc1	-6%	-12%	-14%	-1%	-6%	-1%	22	-8	3%
COc1cccc2c1OCC(CN1CCN(CCC(C)C)C(CCO)C1)=C2 (stereo unspecified)	1%	?	-1%	8%	-2%	7%	10	-11	?
Cn1nc(-c2ccc(C(=O)N3CCN(Cc4ccccc4)CC3)cc2)c2ccccc2c1=O	-9%	-11%	-9%	-1%	-3%	-16%	6	1	-15%

Continuation:
SMILES	HT1080 IDH1KD tx	KB-V1 MDR tox	HT1080-NT tox	MCF10A rereplic	GLP1R cytotox	SW480 rereplic	IL1B secr inh	D3 ag	KB-3-1 tox
CCOc1ccccc1-n1c(SCC(=O)NC(C)CC)nnc1-c1ccoc1C (stereo unspecified)	5%	-5%	7%	1%	13%	-3%	0	-6	-1%
CCc1cc(=O)oc2cc(C)cc(OC(C)C(=O)NCCCN3CCOCC3)c12 (stereo unspecified)	1%	22%	4%	11%	7%	24%	0	4	0%
C/C(=N/NC(=O)CNS(=O)(=O)c1ccc(C)cc1)c1cccc([N+](=O)[O-])c1	5%	3%	2%	-5%	3%	-7%	17	-12	18%
O=C(Nc1ccc(NC(=O)c2ccc([N+](=O)[O-])o2)cc1Cl)c1ccco1	?	-10%	-13%	9.2µM*	-2%	2.1µM*	nt	3	18µM*
COc1ccc(C2(N3CCN(c4cc(C)ccc4C)CC3)C(=O)c3ccccc3C2=O)cc1	nt	5%	nt	nt	1%	nt	nt	3	-17%
CCOC(=O)c1ccc(NC(=O)c2c(N)n(C)c(=O)n(C)c2=O)cc1	5%	13%	14%	1%	-6%	?	-5	24	0%
COc1c(C)cc(C(=O)C2CCCN(C(=O)c3cccc(F)c3)C2)cc1C (stereo unspecified)	-20%	-11%	-12%	-3%	-11%	-5%	-13	6	-2%
CCC(Sc1nc2c(sc3ccccc32)c(=O)n1CCc1ccc(OC)c(OC)c1)C(=O)N(CC)CC (stereo unspecified)	nt	0%	nt	nt	-4%	nt	nt	-5	-11%
O=C(O)CSc1nc2ccccc2nc1N1CCCCC1	nt	25%	nt	nt	-10%	nt	nt	11	5%
COc1ccccc1CN1CCCC(N2CCN(c3ccc(F)cc3)CC2)C1 (stereo unspecified)	-17%	1%	-22%	8%	18%	1%	-17	-9	6%
Cc1ccccc1OCC(=O)NNC(=O)CCN1C(=O)c2ccccc2C1=O	18%	25%	18%	10%	2%	8%	31	26	0%
CC(=O)Nc1ccc(S(=O)(=O)NC(C)C(=O)NCC(c2ccco2)N(C)C)cc1 (stereo unspecified)	2%	-7%	5%	3%	5%	-1%	-3	3	2%
COc1cccc(NC(=O)CN(C)C(=O)c2cc(-c3ccccc3)nc3ccccc23)c1	-15%	?	-14%	28%	?	-8%	?	13	-10%
CCOc1ccc(NC(=O)Cn2c(=O)n(Cc3ccccc3)c(=O)c3c4c(sc32)CN(C(C)=O)CC4)cc1	nt	-16%	nt	nt	0%	nt	nt	-13	1%
COc1ccccc1NC(=O)CSc1nc2n[nH]c(C)c2c(=N)n1-c1ccccc1Cl	?	16µM*	-13%[9.24 µM]	?	21%	25%	-8	1	?
CCN(CC(=O)Nc1ccc2c(c1)OCCO2)C(=O)COc1cc(C)ccc1Cl	-5%	0%	-8%	1%	-1%	5%	7	-10	-7%
CCOC(=O)Cc1csc(NC(=O)CN2CCOCC2)n1	2%	0%	0%	0%	-2%	4%	-2	-2	-3%
CN(C)c1ccc(C2NCCS2)cc1 (stereo unspecified)	-2%	-1%	6%	2%	4%	-1%	0	-4	-3%
O=C(NC1CCS(=O)(=O)C1)Oc1ccccc1 (stereo unspecified)	7%	23%	2%	-19%	-3%	-2%	18	-5	11%
COc1ccc(-n2nnnc2SCC(=O)NC2CCS(=O)(=O)C2)cc1 (stereo unspecified)	-1%	8%	13%	-6%	3%	-18%	0	8	3%
C[C@@H]1NS(=O)(=O)[C@H]2C[C@@H]3C=C[C@]2(O3)[C@H]1OC(=O)Nc1ccc(C(F)(F)F)cc1[N+](=O)[O-]	0%	0%&-9%	0%	0%	18%	2%	12	-2	3%&-1%
COc1ccc(CNC(=O)CCN2C(=O)c3ccccc3C2=O)cc1	17%	1%	14%	0%	0%	-6%	-9	2	21%
O=C1CC(c2ccccc2)C(C(=O)Nc2ccccc2F)N1 (stereo unspecified)	2%	26%	2%	7%	-14%	0%	0	1	1%
COc1ccc(C(=O)Nc2cc(OC)ccc2OC)cc1	0%	1%	0%	0%	6%	4%[9.22 µM]	-6	2	13%
O=S(=O)(c1ccc(C2CCCCC2)cc1)N1CCN(c2cc(Cl)ccc2Cl)CC1	nt	-19%	nt	nt	0%	nt	nt	3	3%
CN(c1ccccc1)S(=O)(=O)c1cccc(C(=O)OCC(=O)Nc2ccc3[nH]c(=O)[nH]c3c2)c1	-1%	-2%	1%	1%	6%	0%	24	1	-3%
Cc1cc(C(=O)Nc2ccc(N3CCOCC3)c(Cl)c2)c(C)o1	-1%	?	10%	2%	-16%	-1%	?	5	-17%
